# CSN deneddyl inh: inhibitors of CSN-mediated cullin deneddylation, primary screen, biochemical, fluorescence polarization, uHTS; COP9 signalosome complex subunit 5 (Homo sapiens), Q92905; Purified CSN, SCF-Nedd8-OG deneddylation; inhibition, % at 12.5 µM; actives 0.38% (n = 360,000);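 active means pattern-corrected inhibition above about 35%, with an unprinted fluorescence ratio check between 0.5 and 1.5, limit read from the data, passing the limit was not always enough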;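 further: 0% = enzyme with substrate and 100% = substrate without enzyme; some results filed as inactive read as strong as hits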
# Target sequence (Q92905 whole entry, looked up, one chain of several): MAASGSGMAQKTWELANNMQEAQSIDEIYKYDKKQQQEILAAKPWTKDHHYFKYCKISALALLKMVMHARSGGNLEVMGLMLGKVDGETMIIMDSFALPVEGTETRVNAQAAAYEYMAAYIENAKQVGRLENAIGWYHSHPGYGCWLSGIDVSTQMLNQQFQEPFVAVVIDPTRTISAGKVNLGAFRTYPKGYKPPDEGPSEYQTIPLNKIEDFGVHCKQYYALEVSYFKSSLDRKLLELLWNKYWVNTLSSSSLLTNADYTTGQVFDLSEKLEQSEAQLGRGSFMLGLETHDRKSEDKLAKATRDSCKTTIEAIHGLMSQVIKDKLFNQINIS
#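 Assay system: Purified human Csn5 enzyme expressed in HEK293T cells | Amount: Enzyme 0.24 nM | Measured by: Fluorescence polarization readout | Medium: Tris/NaCl/DTT buffer, pH 7.5 | Compound dosing: One concentration, 12.5 µM, 0.25% DMSO | Times: 90 min incubation of compound, enzyme and substrate at room temperature | Control set: no-enzyme wells high, enzyme-with-substrate wells low | Read-out: % inhibition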
# Neddyl block: inhibitors of cullin neddylation, primary screen, biochemical, TR-FRET, uHTS, NAE and Ubc12; actives 0.58% (n = 360,000); NEDD8-conjugating enzyme Ubc12 (Homo sapiens) + NEDD8-activating enzyme E1 regulatory …; calls only at 25 µM; AID 651699, 2012; in the data active means inhibition above about 36%
# Rpn11 inh: Rpn11 (PSMD14) deubiquitinase inhibitors, primary screen, biochemical, fluorescence polarization, uHTS; calls only at 20 µM; human 26S proteasome, Ub4-pepOG fluorescence polarization; 20S core pre-blocked with epoxomicin; actives 0.59% (n = 360,000); 26S proteasome non-ATPase regulatory subunit 14 (Homo sapiens), O00487;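 active means inhibition at 20 µM, scaled to each plate's controls, above about 33%, limit read from the data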
# MLLE-PAM2 inh: inhibitors of PABP1 MLLE–PAM2 peptide binding, primary screen, biochemical, fluorescence polarization, FITC-PAM2, GST-MLLE; Polyadenylate-binding protein 1 (Homo sapiens), P11940; inhibition, % at 20 µM; actives 0.36% (n = 360,000); in the data active means inhibition above about 35%, passing the limit was not always enough;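 further: plate controls were DMSO wells with GST-MLLE for no effect and wells lacking GST-MLLE protein for full effect; some results filed as inactive read as strong as hits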
# Target sequence (P11940 whole entry, looked up): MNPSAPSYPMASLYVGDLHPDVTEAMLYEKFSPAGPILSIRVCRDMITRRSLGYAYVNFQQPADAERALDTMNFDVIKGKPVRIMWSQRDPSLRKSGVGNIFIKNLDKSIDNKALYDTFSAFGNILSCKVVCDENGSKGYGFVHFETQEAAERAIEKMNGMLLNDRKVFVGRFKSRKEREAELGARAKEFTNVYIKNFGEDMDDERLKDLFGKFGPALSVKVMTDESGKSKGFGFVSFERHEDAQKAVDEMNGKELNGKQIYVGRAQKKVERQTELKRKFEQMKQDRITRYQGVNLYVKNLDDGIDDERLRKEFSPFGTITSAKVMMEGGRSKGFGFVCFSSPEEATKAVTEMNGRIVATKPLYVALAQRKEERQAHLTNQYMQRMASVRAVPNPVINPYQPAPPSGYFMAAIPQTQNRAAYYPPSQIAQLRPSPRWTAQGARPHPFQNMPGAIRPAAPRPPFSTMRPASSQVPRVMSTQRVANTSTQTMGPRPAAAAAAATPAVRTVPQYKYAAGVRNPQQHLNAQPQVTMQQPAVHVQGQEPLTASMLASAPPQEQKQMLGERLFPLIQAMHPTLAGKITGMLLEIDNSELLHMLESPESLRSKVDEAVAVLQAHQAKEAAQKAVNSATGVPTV
# Rin1 Abl inh: inhibitors of Rin1-Abl protein binding, primary screen, biochemical, TR-FRET. inhibition, % at 7.35 µM. Tyrosine-protein kinase ABL1 (Homo sapiens) + Ras and Rab interactor 1 (Homo sapiens), …. actives 0.4% (n = 360,000); in the data active means inhibition above about 5%, passing the limit was not always enough
# FAS TE block: FAS thioesterase domain inhibitors, primary screen, biochemical, fluorescence intensity, uHTS; Fatty acid synthase (Homo sapiens), P49327; recombinant FAS-TE, OMFH fluorogenic substrate, fluorescence endpoint; inhibition, % at 15 µM; actives 0.67% (n = 360,000);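 active means compounds whose normalised, plate-corrected inhibition of enzyme fluorescence in the single-dose primary screen is 50% or more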;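 further: 0% = DMSO with enzyme and 100% = substrate without enzyme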
# MT1-MMP act inh: blockers of MT1-MMP proenzyme processing, primary screen, HT1080 RFP-PRO-GFP cells, GFP/RFP fluorescence; GFP/RFP ratio fluorescence, overnight; percent of plate control window, DMSO zero; GFP/RFP ratio change, % at 20 µM; actives 0.061% (n = 360,000); AID 651647, 2012;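 active means GFP/RFP ratio change of at least 30% with cell ATP level not reduced by more than half and red fluorescence within 50% of control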; further: strong numbers were not always called active
#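 Compound: 20 µM single dose, 1% DMSO / System: HT1080 RFP-PRO-GFP cells / Controls: DMSO and RFP-L50D-GFP cell wells / Read-out basis: GFP/RFP fluorescence ratio / Schedule: overnight compound exposure at 37 °C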
# SKN-1 inh: suppressors of acrylamide-induced Pgst-4::GFP reporter in worms, primary screen, SKN-1 inhibitor project, whole organism, uHTS, GFP/RFP fluorescence ratio, strain VP596; inhibition, % at 21.8 µM; actives 0.49% (n = 360,000); C. elegans VP596 Pgst-4::GFP/RFP ratio, 24 h; AID 624304, 2012;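 active means interference check ratio from 0.5 to 1.5 plus GFP to RFP signal ratio inhibition reaching or exceeding a fixed threshold, cut at about 30% in these data, passing the limit was not always enough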; further: some compounds called inactive have numbers as strong as hits
# NadD inh: inhibitors of S. aureus NadD, primary screen, biochemical, colorimetric, uHTS; Nicotinate-nucleotide adenylyltransferase NadD (Staphylococcus aureus N315); purified NadD enzyme, colorimetric absorbance read-out; inhibition, % at 20 µM; actives 0.78% (n = 360,000); AID 602399, 2012; in the data active means inhibition above about 26%; further: some compounds past the cut are filed as inactive
# Active calls of the source: *; i = inactive; · = no result given.
Molecule,CSN deneddyl inh,Neddyl block,Rpn11 inh,MLLE-PAM2 inh,Rin1 Abl inh,FAS TE block,MT1-MMP act inh,SKN-1 inh,NadD inh
Cc1cccc(C)c1NC(=O)CN(C)C(=O)CC1CC2CCC1C2 (stereo not drawn),0,i,i,-30,0,-2,4,10,0
O=C(Nc1ccccn1)N1CCOCC1,-3,i,i,-3,-1,-6,0,0,2
CCOC(=O)C(C)Oc1cccc2c(=O)n(CC(=O)NCc3ccc(F)cc3)ccc12 (stereo not drawn),-1,i,i,6,2,-4,6,6,1
CC(NCc1ccc2c(c1)OCO2)C(=O)NC1CCCc2ccccc21 (stereo not drawn),3,i,i,2,4,-1,7,4,-6
CCS(=O)(=O)Nc1ccc(C2=NN(C(=O)c3ccco3)C(c3ccc(C)cc3)C2)cc1 (stereo not drawn),-2,·,i,-8,1,19,-1,6,4
CCOc1ccccc1C(=O)NCC(=O)NNC(=O)c1csc(N2CCOCC2)n1,3,i,i,6,-3,-4,-1,-2,4
CCOC(=O)c1ccc(NC(=O)N2CCOCC2)cc1,11,i,i,6,-5,-2,3,-4,-1
Cc1cc(NC(=O)CC#N)n(-c2nc3ccccc3[nH]2)n1,-7,i,i,-10,2,-5,-13,4,0
N#Cc1ccc(-c2ccc3c(c2)OCO3)nc1SCC(=O)OCc1ccccc1,-3,i,i,1,-6,22,-2,-18,-5
COc1ccc(CN2C=C3C(=O)C(C)(OC(=O)C4CCCC4)C(=O)C=C3C=C2c2ccsc2)cc1 (stereo not drawn),1,i,i,-9,2,2,-9,16,15
COc1ccc(-n2c(N)c(Br)c(=O)[nH]c2=O)cc1,2,i,i,-21,-4,-4,9,2,5
CCOC(=O)c1c(C)[nH]c(C)c1S(=O)(=O)NCCN1CCN(c2cc(Cl)ccc2C)CC1,-6,i,i,-13,4,15,-9,3,18
CCCCSCCCNC(=O)c1ccc(CS(=O)(=O)c2ccc(OC)cc2)o1,-5,i,i,1,2,6,-7,3,-3
CN(Cc1cccs1)C(=O)CSc1nc(N)cc(N)n1,7,i,i,3,1,-6,-1,-8,-4
COc1ccc(N2C(=O)CC(SC(C)C)C2=O)cc1 (stereo not drawn),-2,i,i,5,0,-4,-1,-2,0
CCOC(=O)N1CCC(NC(=O)CCC(=O)N2CC(C)Oc3ccccc32)CC1 (stereo not drawn),6,i,i,-7,-1,-6,2,-5,-2
NS(=O)(=O)c1cccc(NC(=O)c2ccno2)c1,1,i,i,-7,-1,-6,-1,3,1
CCN(C(=O)c1cn(C)c(=O)c2cc(OC)c(OC)cc12)c1cc(OC)ccc1OC,6,i,i,20,1,0,2,-18,1
COc1ccc(C(=O)Nc2ccccc2N2CCN(C(=O)c3ccccc3)CC2)cc1Br,1,i,i,-4,2,27,6,11,23
CCOC(=O)CNC(=O)c1cc(OC)cc(OC)c1,-5,i,i,3,2,-4,7,10,4
CC(C)NC(=O)Cn1c(SCC(=O)c2ccc(F)cc2)nc2ccccc21,3,i,i,-6,-1,-11,5,6,4
COC(=O)CSc1nc(N2CCOCC2)c2c(c1C#N)CC(C)(C)N(C)C2,-14,i,i,36,-5,-9,-6,7,-3
CC(=O)c1cccc(NC(=O)Nc2cnn(Cc3ccc(Cl)cc3Cl)c2)c1,-8,i,i,13,-4,15,11,8,0
COc1ccc(S(=O)(=O)Nc2nnc(Cc3ccc(OC)c(OC)c3)s2)cc1,-7,i,i,39,3,-6,3,-1,0
O=C(CNC(=O)c1ccc2c(c1)OCCO2)N/N=C/c1ccc(O)cc1O,-8,i,i,11,-2,-8,3,-9,0
Cc1ccn2cc(-c3cc4ccccc4oc3=O)nc2c1,-1,i,i,-5,-1,1,7,6,-5
Cc1ccc(/C=c2\sc3n(c2=O)CN(c2cccc(Br)c2)CN=3)o1,1,i,i,-60,-1,7,-2,-21,-1
C#CCOCCOCCOCCNc1nc(N2CCN(C(=O)[C@H](CCC(=O)O)n3cc([C@@H](N)[C@H](C)CC)nn3)CC2)nc(N2CCN(C(=O)[C@H](CCC(=O)O)n3cc([C@@H](N)CCSC)nn3)CC2)n1,-9,i,i,12,-1,-10,4,-18,-2
O=C(NNC(=S)NCc1ccccc1)c1ccc(Br)cc1,0,i,i,-10,5,2,3,7,1
O=C(c1ccc(COc2ccc3ccccc3c2)o1)N1N=C(C(F)F)CC1(O)C(F)F (stereo not drawn),-4,i,i,-16,-2,35,6,2,1
CC(NC(=O)c1ccccc1)C(=O)OCC(=O)c1ccc(Br)cc1 (stereo not drawn),1,i,i,-9,3,1,3,98,0
Cc1ccccc1N1CCN(Cc2nc(Cc3ccccc3)no2)CC1,0,i,i,0,-1,14,3,5,-6
NC(=O)c1cc2ccccc2o/c1=N/NC(=O)c1cccs1,-4,i,i,0,0,-4,2,6,-1
O=C(CSc1nnc(-c2cccnc2)o1)N1CCCCC1,1,i,i,-2,-1,-1,-3,11,-3
Cc1nn(C)cc1C1C2=C(CC(C)(C)CC2=O)N(c2ccccc2)C2=C1C(=O)CC(C)(C)C2,-5,i,i,27,5,-5,-5,10,0
Cc1ccc(-c2csc(/C(C#N)=C/Nc3ccc4c(c3)OCCO4)n2)cc1,1,i,i,-3,-3,30,-4,11,-5
COC(=O)CN(C)C(=O)CC1C(=O)NCCN1CC(C)(C)C (stereo not drawn),4,i,i,5,2,-17,1,6,3
COc1ccc(Cl)cc1NC(=O)C1CCN(C(=O)Nc2ccccc2)CC1,-3,i,i,-27,-8,-5,-2,17,0
COC(=O)c1cccc(N(CC(=O)NC2CCCCC2)C(=O)CNC(=O)c2cccs2)c1,0,i,i,13,4,-2,-3,10,-5
Cc1cc(-c2nnc(SCc3ccccn3)o2)no1,-6,i,i,-7,0,-3,4,0,-2
CC1=NN(c2ccccc2)C(=O)C1C=Nc1ccc(N(C)C)cc1 (stereo not drawn),10,i,i,-86,5,7,-5,13,-6
O=C(NCCO)C1COc2ccccc2O1 (stereo not drawn),-4,i,i,16,-1,-4,-2,7,-2
NS(=O)(=O)c1ccc(CCNc2ccn3nc(-c4cccc(C(F)(F)F)c4)cc3n2)cc1,6,i,i,14,1,22,4,15,8
Cc1nnc(SC(C)C(=O)NC2CCCCC2C)n1N (stereo not drawn),-6,i,i,4,-4,-8,3,-23,-1
Cc1ccc(-c2cc(C(=O)NNC(=O)c3csc(N4CCOCC4)n3)c3ccccc3n2)cc1,1,i,i,11,4,7,3,-19,15
COc1ccc(O)c(/C=N/NC(=O)CCC(=O)Nc2ccc(C)cc2)c1,-4,i,i,-9,3,-3,5,-2,-8
CC(C(=O)NCCCc1ccccc1)n1cccc1C(=O)c1ccccc1 (stereo not drawn),1,i,i,-13,3,10,-4,4,-1
O=C(Nc1ccc(Cl)cc1)Nc1nnc(SCc2ccccc2)s1,-5,i,i,-33,0,0,1,-1,8
COc1cccc(-c2nn(-c3ccccc3)cc2CN(C)Cc2ccon2)c1,0,i,i,1,0,34,-5,-7,-5
COC(=O)C1=C(C)Nc2nnnn2C1c1ccccc1Cl (stereo not drawn),3,i,i,3,-2,-3,-1,12,2
Cc1ccc(-n2c(P(C)(=O)O)nc3ccccc32)cc1,-5,i,i,-17,0,0,2,-15,5
COc1ccc(NC2CCCN(C(=O)c3ccc4[nH]c(C)c(C)c4c3)C2)cc1 (stereo not drawn),1,i,i,-6,-2,-2,1,-3,7
CCOc1ccc(C(=O)Nc2nnc(SCC(=O)NCC3CCCO3)s2)cc1 (stereo not drawn),4,i,i,-3,-3,-4,7,1,-6
CC(C)(C)c1ccc(CSc2nnc(-c3ccccn3)n2Cc2ccco2)cc1,3,i,i,-30,-3,53*,-10,1,19
CCOC(=O)c1c(-c2ccco2)csc1NC(=O)COC(=O)c1cnccn1,29,i,i,2,-2,3,1,-7,20
CCOC(=O)c1c(-c2cccs2)csc1NC(=O)COC(=O)c1c(C)noc1C,4,i,i,7,-5,33,1,-14,-5
CCCCCn1c(CN2CCN(C(=O)OCC)CC2)nc2c1c(=O)[nH]c(=O)n2C,-4,i,i,-28,5,-3,-1,-5,4
O=C(NN1CCOCC1)c1cc(-c2cccs2)nc2ccccc12,-2,·,i,-4,-3,-8,2,-5,-2
Cc1ccc(S(=O)(=O)N(C)c2ccc(C(=O)NCC3CCCO3)cc2)cc1 (stereo not drawn),0,i,i,-13,2,-5,1,3,-4
COc1cccc(NC2c3ccccc3C(=O)N2Cc2ccccc2Cl)c1 (stereo not drawn),2,i,i,4,-1,16,1,13,-2

# Continued.
Molecule,CSN deneddyl inh,Neddyl block,Rpn11 inh,MLLE-PAM2 inh,Rin1 Abl inh,FAS TE block,MT1-MMP act inh,SKN-1 inh,NadD inh
Cc1cccc2cc(C3CC(c4cccs4)=NN3S(C)(=O)=O)c(Cl)nc12 (stereo not drawn),4,i,i,0,-4,37,-10,16,5
O=C(C[C@@H]1CC[C@@H](NC(=O)Nc2cccc(F)c2)[C@@H](CO)O1)NCC1CCCCC1,-2,i,·,·,·,·,-1,-5,·
O=C(Cc1ccccc1)N/N=C/C=C/c1ccccc1[N+](=O)[O-],3,i,i,13,-2,10,6,2,0
O=C(CNC(=O)c1ccc(Br)cc1)NCC(=O)OCC(=O)c1ccccc1,4,i,i,-3,6,-1,4,-1,-1
O=C(Nc1ccccc1)Nc1ccc2ccccc2c1,0,i,i,7,-6,0,1,11,-3
CCN1CCN(CC(=O)Nc2nc3ccc(OC)cc3s2)CC1,-4,i,i,-7,-1,-5,4,1,-2
Cc1ccc(NS(=O)(=O)c2cccc(C(=O)N3CCCCCC3)c2)cc1,3,i,i,-1,0,3,-2,29,0
CCc1ccc2oc(-c3cccc(NC(=O)c4cccnc4)c3)nc2c1,5,i,i,-1,3,15,9,-6,-14
CC1(C)CC(NC(=O)C23CCC(C)(/C(=N/O)C2)C3(C)C)CC(C)(C)N1 (stereo not drawn),6,i,i,5,-6,-6,6,24,2
COc1ccc(OC)c(CN2C(=O)c3ccccc3C2c2nnnn2-c2ccc3c(c2)OCCO3)c1 (stereo not drawn),3,i,·,·,·,2,·,2,-4

# Screening data as filed in PubChem.

# Not a hit list; about 3.9% have a hit in one of these screens.
